# Screening data as filed in PubChem BioAssay.
# PP5 inh: PP5 phosphatase inhibitors, primary screen, biochemical, fluorescence; purified PP5c, OMFP substrate fluorescence; Serine/threonine-protein phosphatase 5 (Homo sapiens), P53041; AID 1987, 2009; inhibition, % at 6.7 µM; actives 0.18% (n = 320,000);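 active = inhibition above the campaign's mean inhibition across all tested compounds plus 3 SD, cut at about 9.5% in these data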;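 note: 0% = DMSO only and 100% = 100 µM cantharidin control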
# proCasp3 act: activators of human procaspase-3 D3A mutant, primary screen, biochemical, absorbance, PC-3 D3A mutant, single concentration; actives 0.11% (n = 330,000); Caspase-3 (Homo sapiens), P42574; activation, % at 8.5 µM; recombinant procaspase-3 D3A, Ac-DEVD-pNA absorbance 405 nm;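 active = activation above the mean of all tested compounds plus 3 SD, cut at about 21% in these data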;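 note: 0% = DMSO alone and 100% = DMSO wells spiked with extra 5 µM PC-3 D3A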
#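 Test system: Procaspase-3 D3A mutant, all three cleavage aspartates alanine | Dosing: Single dose, 8.5 µM nominal compound, 0.8% DMSO | Schedule: 1 h preincubation, 2 h reaction | Technique: 405 nm absorbance of p-nitroaniline, reads at 0 and 120 min | Repeats: One well per compound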
# PP1 counter: PP1-alpha phosphatase inhibitors, primary screen, counter-screen for PP5 inhibitor project, biochemical, fluorescence, OMFP substrate, single point | Serine/threonine-protein phosphatase PP1-alpha catalytic subunit (Homo sapiens), P62136 | purified PP1alpha | inhibition, % at 6.7 µM | actives 0.9% (n = 320,000) | AID 2235, 2010;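 active = inhibition above the mean inhibition of all tested compounds plus 3 SD, computed separately for each screening campaign, cut at about 15% in these data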
# Target sequence (P62136 whole entry, looked up): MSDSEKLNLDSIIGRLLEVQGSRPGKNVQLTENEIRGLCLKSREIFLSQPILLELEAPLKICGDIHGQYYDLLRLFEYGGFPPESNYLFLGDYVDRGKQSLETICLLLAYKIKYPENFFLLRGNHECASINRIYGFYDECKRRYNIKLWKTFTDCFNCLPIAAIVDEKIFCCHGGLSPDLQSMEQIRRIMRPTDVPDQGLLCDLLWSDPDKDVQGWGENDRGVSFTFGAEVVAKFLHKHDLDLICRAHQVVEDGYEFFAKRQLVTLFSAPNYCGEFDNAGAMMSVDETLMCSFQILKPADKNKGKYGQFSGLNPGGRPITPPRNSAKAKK
# proCasp7 act: procaspase-7 activators, primary screen, counter-screen for procaspase-3 activator project, biochemical, absorbance, HTS, human | Caspase-7 (Homo sapiens), P55210 | recombinant procaspase-7, Ac-DEVD-pNA absorbance 405 nm; D23A/D198A/D206A triple mutant, cannot self-cleave; scale: DMSO 0, 5 µM enzyme 100 | activation, % at 8.5 µM | actives 0.093% (n = 330,000) | AID 463210, 2010;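 active = percent activation above the screen-wide mean plus 3 SD, cut at about 25% in these data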
# Target sequence (P55210 whole entry D23A/D198A/D206A): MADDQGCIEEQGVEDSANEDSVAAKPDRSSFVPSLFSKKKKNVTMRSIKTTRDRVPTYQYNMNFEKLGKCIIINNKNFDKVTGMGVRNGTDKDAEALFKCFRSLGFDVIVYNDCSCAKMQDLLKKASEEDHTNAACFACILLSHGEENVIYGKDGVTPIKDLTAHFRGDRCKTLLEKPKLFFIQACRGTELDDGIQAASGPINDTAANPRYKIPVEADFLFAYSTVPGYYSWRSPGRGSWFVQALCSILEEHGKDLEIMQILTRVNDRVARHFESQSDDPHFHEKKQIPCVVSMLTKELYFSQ
#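 Replicates: singlicate. Assay system: Procaspase-7 triple mutant (PC-7 D3A). Signal: 405 nm absorbance of p-nitroaniline. Times: 1 h preincubation, 2 h reaction. Buffer or medium: Zinc-free HEPES pH 7.4 with 300 mM NaCl, 0.01% Triton X-100. Also added: DEVD-pNA substrate. Benchmarks: DMSO wells as 0%, DMSO with 5 µM added PC-7 as 100%.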
# Fh CTSL1 inh: Fasciola hepatica cathepsin L1 inhibitors, primary screen, counter-screen for PFM18AAP inhibitor project, biochemical, QFRET, fluorogenic peptide substrate. AID 1906, 2009. inhibition, % at 5.96 µM. recombinant F. hepatica cathepsin L1, Z-Leu-Arg-MCA fluorescence. actives 0.49% (n = 300,000);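 active = inhibition above the mean of all tested compounds plus 3 SD, set per screening campaign, cut at about 17% in these data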;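 note: 0% = plate median of test compound wells and 100% = 1 µM Z-Phe-Ala-diazomethylketone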
# Efflux pump mplx: inhibitors of Candida efflux pumps in yeast, primary screen, S. cerevisiae, Nile Red, multiplex; S. cerevisiae Candida pump triplex; inhibition, % at 10 µM; actives 0.44% (n = 330,000);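 active = plate passing quality check with inhibition over a set limit, or well fluorescence over plate mean plus 4 SD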;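 note: Nile Red retained in pooled yeast measured as flow cytometry median fluorescence; 0% = buffer negative control and 100% = Enniatin B positive control; higher means more Nile Red kept so more efflux inhibition; some compounds called inactive have numbers as strong as hits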
# GASC-1 inh: inhibitors of GASC-1 histone demethylase, primary screen, biochemical, fluorescence, DELFIA europium; Lysine-specific demethylase 4C (Homo sapiens), Q9H3R0; GST-JMJD2C(1-420) H3K9me3 demethylation; inhibition, % at 2.35 µM; actives 0.069% (n = 330,000);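 active = more than half of a compound's replicate wells show inhibition beyond 50%, single wells judged on their own value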;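 note: signal counts dimethyl H3K9 product captured on neutravidin plate; 0% = median of DMSO wells and 100% = 0.3 times that DMSO median; strong numbers were not always called active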
# Target sequence (Q9H3R0 1-420 limits assumed): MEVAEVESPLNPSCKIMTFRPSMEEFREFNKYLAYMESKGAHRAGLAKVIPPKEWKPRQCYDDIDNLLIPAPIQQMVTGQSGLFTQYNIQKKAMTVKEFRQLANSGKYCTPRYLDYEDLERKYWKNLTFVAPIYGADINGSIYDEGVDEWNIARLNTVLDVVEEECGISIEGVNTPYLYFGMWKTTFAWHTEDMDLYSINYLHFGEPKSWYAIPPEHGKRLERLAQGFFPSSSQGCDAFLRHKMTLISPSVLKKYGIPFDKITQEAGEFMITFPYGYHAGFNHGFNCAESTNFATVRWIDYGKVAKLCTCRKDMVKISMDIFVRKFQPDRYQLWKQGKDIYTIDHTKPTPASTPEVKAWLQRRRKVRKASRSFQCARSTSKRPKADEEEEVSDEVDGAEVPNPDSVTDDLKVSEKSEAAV
# HCV core dimer: inhibitors of HCV core protein dimerization, primary screen, biochemical, TR-FRET, high-throughput; TR-FRET GST/Flag-core106 dimerization, 1536-well; inhibition, % at 5 µM; actives 0.33% (n = 300,000);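 active = inhibition above the mean of all tested compounds plus 3 SD, set per screening campaign, cut at about 45% in these data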
#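 test system = GST/Flag-tagged HCV core106 proteins | probe or stimulus = Eu donor and XL665 acceptor anti-tag antibodies | times = compound-protein-antibody incubation 4 h at 22.5 °C | signal = TR-FRET, excitation 340 nm, emission 617 and 671 nm | measure = percent inhibition of core106 dimerization signal | controls = wells lacking GST-core106 and wells with excess unlabelled core106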
# TPT1 inhibitor: Candida albicans TPT1 enzyme inhibitors, primary screen, biochemical, fluorescence polarization; inhibition, % at 5 µM; tRNA 2'-phosphotransferase TPT1 (Candida albicans SC5314); recombinant caTPT1, FP RNA substrate dephosphorylation; actives 0.81% (n = 300,000);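 active = inhibition above the mean of all tested compounds plus 3 SD, set per screening campaign, cut at about 24% in these data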;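 note: plate controls were DMSO alone for no effect and ferristatin control at 100 nM for full effect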
# Active calls of the source: *; x = no result given.
SMILES,PP5 inh,proCasp3 act,PP1 counter,proCasp7 act,Fh CTSL1 inh,Efflux pump mplx,GASC-1 inh,HCV core dimer,TPT1 inhibitor
COc1cc(/C=N/N(C)C)ccc1OC(=O)c1ccco1,-3.1,9,-1,7,1,0.0,-2,-2,-2
COc1ccccc1NC(=O)CCN1C(=O)c2ccccc2C1=O,-0.9,-4,0,9,-2,0.1,-10,5,-3
O=C(NCCNCc1cccs1)c1ccccc1F,3.3,-10,2,2,-2,0.3,5,-6,2
COc1ccc(-c2[nH]ncc2CN(C)CCCN2CCOCC2)cc1F,-1.1,0,-1,0,1,-0.3,-21,-2,-2
CC(NC(=O)c1ccc(F)cc1)c1ccc2c(c1)CCCC2 (stereo unspecified),-0.5,-1,-2,5,0,0.1,0,0,-4
CC(=O)N/C(=C\c1ccccc1)C(=O)OCC(=O)Nc1cc(S(=O)(=O)N(C)C)ccc1C,-1.9,3,-6,-6,-7,0.0,-4,2,4
CCCCCn1c(=O)[nH]c2cc(C(=O)NCc3ccco3)ccc2c1=O,0.8,11,4,2,-1,0.1,-9,6,3
O=C(COc1ccccc1)N=C1SC2CS(=O)(=O)CC2N1c1ccccc1F (stereo unspecified),-0.1,-3,0,-14,-5,0.6,-23,-1,-2
CS(=O)(=O)Cc1ccc(C(=O)Nc2cccc(-c3nc4ccccc4[nH]3)c2)cc1,0.6,11,-2,20,1,0.1,-34,9,-2
Cc1ccc(C(C)NC(=O)c2ccco2)cc1C (stereo unspecified),0.5,-4,1,2,-1,-0.2,-2,-4,-2
NC(=O)c1ccc(-c2nnn(CC(=O)N(C3CCCCC3)C3CCS(=O)(=O)C3)n2)cc1 (stereo unspecified),-0.1,3,-5,-9,x,0.2,x,x,x
CN(C(=O)Nc1ccc(Cl)cc1Cl)C1CCCC1,1.0,8,-2,-4,3,0.0,-2,9,-2
COC(CNC(=O)c1cc(S(=O)(=O)N2CCc3ccccc32)ccc1F)OC,-1.7,-1,3,-3,0,0.0,4,-1,1
Cc1ccc2cc(C)c3nnc(SCC(=O)N4CCCc5ccccc54)n3c2c1C,2.0,0,-1,-1,-2,0.1,-5,3,-7
O=C(NNC(=O)C1CCCC1)c1ccccc1F,-0.3,-2,-8,8,1,0.4,-5,-7,5
Oc1c(C=C2N=c3ccccc3=N2)sc(=S)n1C1CCCC1,3.0,4,1,-24,1,-0.2,21,-6,-3
CC1Cc2ccccc2N1C(=O)CSc1nnc(CNc2ccccc2)o1 (stereo unspecified),2.3,14,1,2,-3,0.0,3,1,0
O=C(COC(=O)CN1C(=O)C2CCCCC2C1=O)NC1CCS(=O)(=O)C1 (stereo unspecified),-0.2,0,-11,1,2,-0.1,19,-15,1
CCc1ccccc1NC(=O)CNC(=O)CNC(=O)c1cccs1,1.4,10,-2,4,x,0.0,2,x,x
COc1cc2cc(C)c(SCC(=O)N3CCOCC3)nc2cc1OC,4.1,13,1,0,0,0.2,12,4,13
CCN(CC(=O)NCc1cccs1)C(=O)Cc1ccc(Cl)c(Cl)c1,x,3,x,2,x,-0.1,-5,x,x
CCCCNC(=O)Nc1ccccc1Br,-0.2,1,-3,6,2,0.3,6,-4,0
CC(C)CNc1cc(=O)n(C)c(=O)n1C,-1.5,4,-4,3,-6,0.1,7,2,2
Cc1cc(C(=O)COC(=O)c2ccc[nH]c2=O)c(C)n1-c1ccccc1F,0.4,1,3,3,-4,-0.1,-13,-1,1
O=C(Nc1nc2c(F)cc(F)cc2s1)c1ccco1,0.3,4,-1,6,1,0.2,9,-11,0

# 2 compounds drawn at random from those above:
SMILES,PP5 inh,proCasp3 act,PP1 counter,proCasp7 act,Fh CTSL1 inh,Efflux pump mplx,GASC-1 inh,HCV core dimer,TPT1 inhibitor
COc1cc2cc(C)c(SCC(=O)N3CCOCC3)nc2cc1OC,4.1,13,1,0,0,0.2,12,4,13
COc1ccccc1NC(=O)CCN1C(=O)c2ccccc2C1=O,-0.9,-4,0,9,-2,0.1,-10,5,-3

# In the list so far, these have an aryl methoxy group:
SMILES,PP5 inh,proCasp3 act,PP1 counter,proCasp7 act,Fh CTSL1 inh,Efflux pump mplx,GASC-1 inh,HCV core dimer,TPT1 inhibitor
COc1cc(/C=N/N(C)C)ccc1OC(=O)c1ccco1,-3.1,9,-1,7,1,0.0,-2,-2,-2
COc1ccccc1NC(=O)CCN1C(=O)c2ccccc2C1=O,-0.9,-4,0,9,-2,0.1,-10,5,-3
COc1ccc(-c2[nH]ncc2CN(C)CCCN2CCOCC2)cc1F,-1.1,0,-1,0,1,-0.3,-21,-2,-2
COc1cc2cc(C)c(SCC(=O)N3CCOCC3)nc2cc1OC,4.1,13,1,0,0,0.2,12,4,13

# Later entries.
SMILES,PP5 inh,proCasp3 act,PP1 counter,proCasp7 act,Fh CTSL1 inh,Efflux pump mplx,GASC-1 inh,HCV core dimer,TPT1 inhibitor
N/C(=N\OC(=O)c1ccco1)c1ccccn1,1.3,-3,-2,-2,-9,0.1,7,-3,0
COCC(C)N1CCC(n2nccc2NC(=O)CCOc2ccccc2)CC1 (stereo unspecified),0.4,-2,-1,3,0,-0.1,-17,-3,1
O=[N+]([O-])c1ccc(O)c(C=Nc2cccc3ncccc23)c1,1.3,-3,2,3,-2,0.1,-39,6,-6
O=C(/C=C/c1ccccc1Cl)N(Cc1ccc(Cl)cc1)C1CCS(=O)(=O)C1 (stereo unspecified),2.1,4,3,-6,-2,-0.2,20,3,-3
Cc1cc2c(nc1C)CCCN2C[C@@H](C)O/N=C1/[C@H]2CCn3c(=O)n(-c4ccccc4)c(=O)n3[C@H]2[C@H](O)[C@@H]2O[C@H]12,-0.8,-4,-1,-10,-1,-0.1,-1,11,-5
CCOc1ccc(-n2c(=O)c3sccc3n(CC(=O)Nc3cccc(OC)c3)c2=O)cc1,1.1,-1,-2,3,-6,0.0,9,1,-1
COC(=O)C1CCCCN1C(=O)c1cc(COc2cccc3cccnc23)on1 (stereo unspecified),-1.8,9,-2,7,-2,0.1,14,-20,4
Cc1ccc(C)c(NC(=S)NC(NC(=O)Cc2cccc3ccccc23)C(Cl)(Cl)Cl)c1 (stereo unspecified),1.1,-5,6,-2,0,0.1,-7,23,1
CCc1nnc(NC(=O)c2cc([N+](=O)[O-])ccc2N2CCOCC2)s1,2.2,-9,0,0,1,0.1,4,2,1
CCn1ccnc1CN(C)C(=O)c1ccc2nc(Cc3ccc(OC)cc3)oc2c1,-0.1,6,0,1,1,0.0,2,-3,-5
O=C(Nc1ccc(NC(=O)c2ccc3c(c2)OCCO3)cc1)c1ccccc1,0.7,-15,10,-6,3,0.1,2,-2,-3
CCOc1ccc(S(=O)(=O)N2CCN(c3ccccc3F)CC2)c2cccnc12,3.0,5,4,2,-2,0.4,-287,-2,1
CN(c1ccccc1)S(=O)(=O)c1cccc2ccccc12,3.1,-4,7,8,12,0.3,-11,1,3
Cc1cc(OCC(=O)NCC(C)C)cc(C)c1Br,3.2,4,5,11,3,0.0,-18,4,0
Cc1ccc(C)c(N2CCN(C(=O)CCn3c(=S)[nH]c4cc5c(cc4c3=O)OCO5)CC2)c1,0.7,4,1,-6,4,0.1,2,23,0
O=C(COc1cccc(F)c1)Oc1ccc(C(=O)c2ccccc2)cc1,0.2,-1,13,0,-15,0.4,2,-10,1
O=C(O)/C=C/C(=O)Nc1ccc(-c2ccccc2)cc1,-0.1,7,-1,3,-4,0.0,-3,4,-1
CN(Cc1ccccc1)C(NC(=O)c1ccco1)C(Cl)(Cl)Cl (stereo unspecified),-1.8,1,1,8,1,0.1,0,-4,2
CC(C)(C)C(=O)NC(=S)NNC(=O)c1sc2ccccc2c1Cl,-3.3,-7,-5,-13,1,-0.1,-22,10,27*
CNC(=O)CCc1[nH]c2ccccc2c1Sc1ccccc1,5.4,3,3,2,1,-0.1,-1,-2,2
COC(=O)c1c(NC(C)=O)sc(Cc2ccccc2)c1C,-0.4,-2,-1,-6,8,0.0,1,-2,-4
Cc1cccc(OCCc2c(C)[nH]c(=S)[nH]c2=O)c1,-1.2,-4,2,3,1,-0.1,-8,3,1
Nc1nc2n(n1)C(c1ccccc1Cl)CC(c1ccc(F)cc1)N2 (stereo unspecified),3.7,-4,-5,-2,-1,0.1,4,1,-1
O=S(=O)(c1ccc(Cl)s1)N1CCCc2cccc(O)c21,1.6,-1,0,3,-2,0.2,5,2,-3
COCCn1c(SCC(=O)Nc2ccc3[nH]c(=O)[nH]c3c2)nc2ccccc21,x,6,x,-2,x,0.1,26,x,x
O=C(CCCOc1ccc(Cl)cc1)N1CCOCC1,1.6,2,-7,14,-4,-0.1,13,-2,-4
O=C(COC(=O)C1=COCCO1)NC(=O)c1ccc(OC(F)F)cc1,0.3,6,-3,-1,-10,0.0,-3,-1,0
CSc1cccc(NC(=S)N(Cc2ccccc2)Cc2cccnc2)c1,0.3,-5,-2,-17,-2,0.1,-2,2,-3
CCOc1ccc(/C=C/C(=O)Nc2ccc(N3CCOCC3)cc2)cc1,-2.1,-5,-3,-5,1,0.1,14,0,6
C=CCN=C1SC(C)(C)C(=O)N1S(=O)(=O)c1ccc(C)cc1,0.8,8,-6,11,-4,0.0,-5,3,0

# Ordered by formula weight (ascending): part of the list above.
SMILES,PP5 inh,proCasp3 act,PP1 counter,proCasp7 act,Fh CTSL1 inh,Efflux pump mplx,GASC-1 inh,HCV core dimer,TPT1 inhibitor
O=C(COc1cccc(F)c1)Oc1ccc(C(=O)c2ccccc2)cc1,0.2,-1,13,0,-15,0.4,2,-10,1
CN(Cc1ccccc1)C(NC(=O)c1ccco1)C(Cl)(Cl)Cl (stereo unspecified),-1.8,1,1,8,1,0.1,0,-4,2
Cc1ccc(C)c(NC(=S)NC(NC(=O)Cc2cccc3ccccc23)C(Cl)(Cl)Cl)c1 (stereo unspecified),1.1,-5,6,-2,0,0.1,-7,23,1
